ERp5 block = inhibitors of human ERp5; ERp5 insulin aggregation, absorbance 650 nm, 90 min; inhibition, % at 9.99 µM; 350,000 tested, 0.05% active; Q15084;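 active = mean replicate inhibition above about 25%, with every replicate also reaching it, limit read from the data, passing the limit was not always enough; inconclusive = only one of those two criteria met; inactive = neither criterion met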
Target sequence (Q15084 whole entry, looked up): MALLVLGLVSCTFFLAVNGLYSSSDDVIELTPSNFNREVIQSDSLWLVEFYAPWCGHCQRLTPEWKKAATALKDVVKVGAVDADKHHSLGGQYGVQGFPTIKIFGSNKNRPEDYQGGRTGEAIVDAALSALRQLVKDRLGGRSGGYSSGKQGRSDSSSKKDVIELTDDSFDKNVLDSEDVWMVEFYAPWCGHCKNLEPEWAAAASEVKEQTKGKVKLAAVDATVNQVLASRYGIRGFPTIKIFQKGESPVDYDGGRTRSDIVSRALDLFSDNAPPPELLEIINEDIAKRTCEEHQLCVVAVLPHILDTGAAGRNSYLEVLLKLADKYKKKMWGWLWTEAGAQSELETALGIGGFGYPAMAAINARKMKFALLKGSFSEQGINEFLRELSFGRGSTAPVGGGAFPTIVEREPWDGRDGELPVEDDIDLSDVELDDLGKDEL
Cneo AK release = Cryptococcus neoformans lysis via adenylate kinase release; C. neoformans lysis, adenylate kinase release luminescence, 4 h; normalised: neutral wells 0, clomiphene wells 100; lysis activity, % at 15 µM; 360,000 tested, 0.2% active;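 active = mean lysis activity across replicates of at least 80%, whatever share of replicates individually reach that level; inactive = mean lysis activity below 80%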
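Test system: log-phase Cryptococcus neoformans yeast cells; Quantity: yeast cell density of 5 × 10^6 cells/mL; Buffer or medium: YPD; Doses: single compound concentration per well; Timing: 4 h at 37 °C static, read 1 h later; Measured by: AK luminescence; Read-out basis: lysis from increased AK signal; Control set: Clomiphene as positive control.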
C2C12 statin = suppressors of simvastatin-induced myotoxicity in C2C12 myotubes; ATP luminescence, 48 h; scaled: DMSO 0, geranylgeraniol control 100; 330,000 tested, 0.78% active; rescue of ATP level, % at 7.49 µM; AID 602340;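 active = mean ATP rescue above about 67%, or every replicate alone reaching that limit, limit read from the data, passing the limit was not always enough; inconclusive = no clear call, values can overlap the other calls; inactive = mean under the limit and some replicate under it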;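 also: myotubes were challenged with 10 µM simvastatin during compound exposure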
miR-122 sensor = blocks miR-122 activity in Huh7 sensor cells | Huh7 miR-122 Renilla luciferase sensor, 48 h; neutral wells = 0, positive control = 100 | activation (reporter increase), % at 12.5 µM | 340,000 tested, 0.3% active | AID 602342;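 active = mean replicate activation score at least 90 and every replicate individually at or above 90; inconclusive = only one of the two criteria met; inactive = neither criterion met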;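 also: higher luciferase means less miR-122 activity so hits act as miR-122 inhibitors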
SIRT5 block = blocks human SIRT5 desuccinylation of peptide; 330,000 tested, 1.1% active; inhibition, % at 15 µM; AID 652115; Purified SirT5, succinyl-peptide AMC, trypsin-coupled fluorescence; Q9NXA8; in the data active = inhibition above about 15%; inconclusive = no clear call, values can overlap the other calls
Target sequence (Q9NXA8 whole entry, looked up): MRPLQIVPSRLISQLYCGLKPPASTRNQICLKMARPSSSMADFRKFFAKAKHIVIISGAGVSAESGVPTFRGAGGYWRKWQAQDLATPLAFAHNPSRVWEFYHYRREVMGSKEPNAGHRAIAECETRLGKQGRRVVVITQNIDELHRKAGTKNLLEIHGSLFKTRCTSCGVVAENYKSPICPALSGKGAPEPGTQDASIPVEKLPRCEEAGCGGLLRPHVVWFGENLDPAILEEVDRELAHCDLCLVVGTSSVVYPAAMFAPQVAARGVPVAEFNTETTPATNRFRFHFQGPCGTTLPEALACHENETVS
ARNT-TACC3 inh = disruptors of human ARNT/TACC3 interaction | Q9Y6A5 | AlphaScreen His-ARNT PAS-B/GST-TACC3 binding, luminescence; TACC3 fragment carries E629A point mutation | inhibition, % at 9.99 µM | 390,000 tested, 0.66% active;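 active = mean inhibition of replicates at least 50% and at least half of replicates each reaching 50%; inconclusive = half or more replicates reach 50% but mean below 50%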;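 also: 0% = complete ARNT plus TACC3 wells and 100% = ARNT alone without TACC3; many hits fall short of the cut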
esBAF inh = inhibitors of esBAF chromatin remodeling in mouse ES cells. reporter increase, % at 12.5 µM. 350,000 tested, 2% active. Bmi1-luciferase knock-in reporter, 24 h; 100% = twice the neutral-well signal; in the data active = activation above about 40%; inconclusive = no clear call, values can overlap the other calls;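 also: 0% = median of the plate's neutral control wells and 100% = double that signal; a rise in the Bmi1 reporter signal indicates esBAF inhibition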
* marks the source's active call; other numbers are inactive results; ? = inconclusive; · = no result given; [ ] = dose if it differs, or a comment.

SMILES	ERp5 block	Cneo AK release	C2C12 statin	miR-122 sensor	SIRT5 block	ARNT-TACC3 inh	esBAF inh
O=C(O)c1cc(Oc2ccc(C(F)(F)F)cc2Cl)ccc1[N+](=O)[O-]	-7	-1	0	0	-1	-2	4
COc1cc(/C=N/NC(=O)CN2CC(c3ccccc3)CC2=O)ccc1OC(=O)N(C)C (stereo not given)	·	-1	-5	3	·	29	-2
O=C(Nc1ccc(F)cc1)OC1CN2CCC1CC2 (stereo not given)	·	·	4	·	-6	-3	6
O=C1NC(=O)N(Cc2ccccc2Cl)C(=O)/C1=C/c1cccs1	5	13	2	2	3	-8	12
ClC(Cl)(Cl)c1ccccc1	3	3	7	-3	·	·	0
O=C(c1ccc2c(c1)OCO2)C1CCCN(CC2CCCCC2)C1 (stereo not given)	-1	·	·	·	-3	-2	·
CCOC(=O)c1ccccc1NC(=O)c1c(O)[nH]c(=S)[nH]c1=O	-2	0	6	3	4	9	2
CN(C)C(=O)CSc1nnc([C@@H](N)Cc2ccccc2)o1	·	-1	5	-4	·	-27	1
CC(C)(C)C(=O)OCC12CCC(O1)C1(C)C(=O)OCC21 (stereo not given)	-1	·	·	·	-3	-7	·
CN1C(=O)/C(=C/c2cccn2-c2ccc3ccccc3c2)C(=O)NC1=S	·	0	-11	-4	·	2	-6
O=C(N/N=C/c1c(O)n(C2CCCCC2)c(=S)[nH]c1=O)c1ccccc1O	8	1	-4	-6	5	4	6
O=Cc1cn(Cc2ccccc2[N+](=O)[O-])c2ccccc12	0	2	·	4	-3	-4	·
COc1cc(C(=O)N2Cc3ccc(Br)cc3-n3nncc3C2)cc(OC)c1OC	0	0	-2	2	0	·	1
CC(C)(C)NS(=O)(=O)c1ccc(OCC(=O)N2CCN(Cc3ccccc3)CC2)cc1	4	·	·	·	-2	-6	·
CN(C)c1ccc(/C=C/C=C2/C(=O)NC(=O)N(c3ccccc3)C2=O)cc1	-3	·	·	·	-3	0	·
O=P(O)(O)Cc1c(Cl)cccc1Cl	-2	-1	·	2	-5	-3	·
Cn1c(O)c(/C=N/c2ncccn2)c(=O)n(C)c1=O	·	4	4	-1	·	-11	-10
NP(=O)(OCCCCc1ccccc1)Oc1ccccc1Cl (stereo not given)	-6	-1	-6	-10	·	0	-3
Cc1c(N)c(C)c([N+](=O)[O-])c(C)c1[N+](=O)[O-]	-1	·	·	·	-4	-5	·
COc1ccc(OC)c(-n2c(O)c(C=Nc3c(C)n(C)n(-c4ccccc4)c3=O)c(=O)[nH]c2=O)c1	1	·	·	·	-1	4	·
CCOC(=O)C(O)(c1ccc(NC(=S)NC(=O)c2ccc(Cl)cc2Cl)c(C)c1)C(F)(F)F (stereo not given)	-2	0	3	-4	-1	-6	8
C=CCn1c(O)c(C=NCCN2CCOCC2)c(=O)[nH]c1=S	2	-2	-3	-15	1	16	-2
CCOc1ccccc1N1C(=O)NC(=O)C(CCc2ccncc2)(CCc2ccncc2)C1=O	·	1	-12	-2	·	-9	-6
CC(=O)N(C)CC#CCN1CCCC(CO)C1 (stereo not given)	-2	2	0	-1	·	·	-2
CCOP(=O)(OCC)C(O)c1ccc2c(c1)OCO2 (stereo not given)	1	·	·	·	-1	-5	·
CCC1(C(=O)c2ccccc2)C2c3ccccc3OC(=O)C21C(C)=O (stereo not given)	0	2	-3	4	-1	·	2
O=[N+]([O-])c1[nH]cnc1Br	-1	-1	-10	·	0	-5	-12
O=CNc1ccc(OP(=O)(Oc2ccccc2)Oc2ccccc2)cc1	-1	3	7	7	2	1	17
CN(C)C(=O)Oc1cccc(NC(=O)N2CCOCC2)c1	·	5	·	2	·	-1	-4
Cc1ccc(C(O)(c2ccc(C)c(C)c2)C2CN3CCC2CC3)cc1C (stereo not given)	2	3	-22	·	-1	5	5
CN1C2CCC1/C(=C/c1ccccn1)C(=O)/C2=C\c1ccccn1	5	-10	·	-19	-4	1	·
O=C1NC(=O)C(CCOc2ccccc2)(CCc2ccccc2)C(=O)N1	0	·	3	1	·	-8	4
COc1cc(/C=C/c2nc3ccccc3c(=O)n2-c2ccccc2O)ccc1O	1	-2	?	-2	-2	6	2
O=C(OCCN1CCOCC1)C1(c2ccccc2)CCCC1	3	·	·	5	-7	·	·
c1ccc(C(c2ccccc2)c2ccncc2)cc1	1	1	0	-4	0	3	-3
CC(Cc1ccccc1)NC(N)=O (stereo not given)	3	-1	1	-11	-1	-4	7
COc1ccc2c(c1)/C(=C/c1cnc[nH]1)C(=O)N2	-3	16	34	9	4	27	52*
COC(=O)C1=C(c2ccc(C(C)=O)cc2)C[C@@H]2CC[C@H]1N2C(=O)NCc1ccc(F)cc1	2	0	4	-5	-5	-13	-11
O=[N+]([O-])c1ccc(N2CCCCC2)c2ncccc12	0	-2	-1	-4	3	4	2
O=C1CN=C(c2ccc(Br)cc2)c2oc3ccccc3c2N1	·	-4	-5	9	·	-5	-6
COc1cccc(NC(=O)[C@@H](NC(=O)N2C[C@H]3C[C@@H](C2)c2cccc(=O)n2C3)C(C)C)c1	3	-1	12	-8	-2	-18	-2
COc1cccc(N(C(C)=O)C2=NCCCS2)c1	-2	-3	-1	-3	-2	·	-2
O=C(O)c1ccc(Cl)nc1	1	·	-1	-2	0	-1	1
CCS(=O)(=O)CCSP(=O)(OC)OC	3	·	-4	-6	3	·	1
Oc1c(Br)c(Br)c(Br)c(Br)c1Br	·	5	-3	8	·	·	0
COc1ccc(NC(=O)c2cn(CCC#N)nc2-c2ccc(OC)c(OC)c2)cc1	0	2	41	2	-4	-34	3
N#CC(C#N)=NNc1ccc(S(N)(=O)=O)cc1	2	7	·	-10	1	2	·
CCOC(=O)C1(c2ccccc2)CCN(CC(=O)Nc2ccc(C)cc2)CC1	-2	·	·	·	-2	1	·

Complete entries from above:
Results for COc1cccc(N(C(C)=O)C2=NCCCS2)c1 = ERp5 block: -2; Cneo AK release: -3; C2C12 statin: -1; miR-122 sensor: -3; SIRT5 block: -2; ARNT-TACC3 inh: ·; esBAF inh: -2
Results for CCOC(=O)C1(c2ccccc2)CCN(CC(=O)Nc2ccc(C)cc2)CC1 = ERp5 block: -2; Cneo AK release: ·; C2C12 statin: ·; miR-122 sensor: ·; SIRT5 block: -2; ARNT-TACC3 inh: 1; esBAF inh: ·

Further results follow:
SMILES	ERp5 block	Cneo AK release	C2C12 statin	miR-122 sensor	SIRT5 block	ARNT-TACC3 inh	esBAF inh
CCN(CC)C(=O)N[C@H]1C[C@@H]2c3cccc4[nH]cc(c34)C[C@H]2N(C)C1	1	-1	-1	6	3	-1	-2
CC(N)Cc1c[nH]c2cc3c(cc12)OCCO3 (stereo not given)	·	0	-8	-1	·	23	-14
CS(=O)(=O)N1CCCC(C(=O)N2CCC3(CC2)OCCO3)C1 (stereo not given)	0	2	-2	-3	-2	-16	-10
COC(=O)C1=C(c2ccc(F)cc2OCc2ccccc2)C[C@@H]2CC[C@H]1N2C(=O)NCCO	·	1	7	-5	·	2	5
CC(=O)c1c(O)n(C)c(=S)n(-c2ccccc2)c1=O	·	0	·	31	·	0	-3
COC(=O)C1=C(N)OC(C)=C(C(C)=O)C12C(=O)N(C)c1ccccc12 (stereo not given)	·	-4	-10	4	·	24	-2
Cc1cc(N(CCCl)CCCl)ccc1C=NNC(=O)c1cccnc1	-13	-4	2	-3	·	1	-1
Cn1cccc1/C=C1/C(=O)NC(=S)N(Cc2ccc(F)cc2)C1=O	11	-1	·	-3	2	2	·
Cc1ccc(-n2c(O)c(C=N)c(=O)n(-c3ccc(C)cc3)c2=O)cc1	-2	-1	5	·	-1	-4	0
Cn1cccc1/C=C1/C(=O)NC(=O)N(Cc2ccc(F)cc2)C1=O	-3	·	·	·	0	3	·
COc1ccccc1C1=NCc2nnc(CSC)n2-c2ccc(Cl)cc21	0	·	·	·	-5	14	·
COC(=O)[C@@H]1[C@@H](CO)[C@@H]2Cn3c(ccc(-c4cccnc4)c3=O)[C@H]1N2S(=O)(=O)c1ccccc1F	3	-1	-3	-1[16.7 µM]	-21	-3	-5
O=C1CC(=O)N(c2cccc(Cl)c2)C(=O)N1	·	0	14	1	·	-2	-1
CCOC(=O)c1c(C)n(Cc2ccccc2)c2ccc(OCC(O)Cn3nc(C)cc3C)cc12 (stereo not given)	·	2	13	-2	·	0	18
CC(=O)NC(Cc1ccc(N(CCCl)CCCl)cc1)C(=O)NC(C(=O)O)C(C)C (stereo not given)	3	·	·	-5	-2	·	·
CC(c1ccccc1F)n1cc(C(=O)Nc2ccc3nc[nH]c3c2)nn1 (stereo not given)	·	0	-26	-2	·	-43	-2
O=[N+]([O-])c1ccc(N2CCCC2)cc1N/N=C1\CN2CCC1CC2	·	-1	10	-3	·	7	-1
COC(=O)C1=COC(C)C2CN3CCC4(C(=O)Nc5ccccc54)C3CC12 (stereo not given)	1	2	16	-1	·	-14	-8
O=C(COc1ccc2c3c(c(=O)oc2c1)CCC3)N1C[C@H]2C[C@@H](C1)c1cccc(=O)n1C2	7	0	1	-7	·	13	-4
COC(=O)C1=C(c2ccc(F)cc2OCc2ccccc2)C[C@@H]2CC[C@H]1N2C(=O)NCCOc1ccccc1	4	-2	-10	-3	-8	-2	1
CC12CC[C@H]3[C@@H](CCC4(O)C[C@H](O)CCC34/C=N/NC(=O)c3ccccc3F)C1(O)CCC2C1=CC(=O)OC1 (stereo not given in full)	1	0	-2	12	-3	-2	6
CCN(CC)C(=O)COc1cc(C)cc2oc(=O)c3c(c12)CCCC3	-4	-1	8	2	-6	22	2
O=P(N1CC1)(N1CC1)N1CCc2ccccc21	-1	3	9	5	-1	19	·
COc1cc(C(c2c(C)[nH]n(-c3ccccc3)c2=O)c2c(C)[nH]n(-c3ccccc3)c2=O)cc(OC)c1OC	-2	-2	-14	4	2	31	1
O=C(Cn1cnc2ccccc2c1=O)NCC(=O)N1CCC2(CC1)OCCO2	·	-1	8	3	·	-8	2
CCOc1cc2c(cc1OCC)-n1cccc1C(c1ccc(OC)c(OC)c1)NC2 (stereo not given)	2	2	-4	-7	-3	0	1
O=C(CN1CCOCC1)NCC(=O)Nc1ccc(Br)cc1C(=O)c1ccccc1	·	0	-2	0	·	3	-6
O=c1cccc2n1C[C@H]1C[C@@H]2CN2CCCC[C@@H]12	1	-2	15	-9	-6	-9	-6

Assay outcomes (PubChem BioAssay)

Some of the compounds tested; rates above refer to the full screens.
